UBC13 inh = UBC13 polyubiquitin chain formation inhibitors, primary screen, biochemical, TR-FRET, uHTS; Ubiquitin-conjugating enzyme E2 N (Homo sapiens), P61088; inhibition, % at 20 µM; 330,000 tested, 0.47% active; AID 485273, 2010; in the data active means inhibition above about 45%, passing the limit was not always enough
SENP7 block = SENP7 protease inhibitors, primary screen, biochemical, luminescence, uHTS | Sentrin-specific protease 7 (Homo sapiens), Q9BQF6 | recombinant SENP7, Z-RLRGG-aminoluciferin luminescence, 40 min | inhibition, % at 5 µM | 330,000 tested, 1.5% active;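 active means inhibition above about 50% at the single test dose, limit read from the data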;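 further: plate controls were DMSO with enzyme for no effect and no enzyme buffer wells for full effect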
SENP8 block-1 = SENP8 protease inhibitors, primary screen, biochemical, luminescence; purified SENP8, Z-RLRGG-aminoluciferin cleavage; inhibition, % at 10 µM; 330,000 tested, 1.2% active; AID 2540, 2010; in the data active means inhibition above about 50%
Target sequence (Q96LD8 whole entry, looked up): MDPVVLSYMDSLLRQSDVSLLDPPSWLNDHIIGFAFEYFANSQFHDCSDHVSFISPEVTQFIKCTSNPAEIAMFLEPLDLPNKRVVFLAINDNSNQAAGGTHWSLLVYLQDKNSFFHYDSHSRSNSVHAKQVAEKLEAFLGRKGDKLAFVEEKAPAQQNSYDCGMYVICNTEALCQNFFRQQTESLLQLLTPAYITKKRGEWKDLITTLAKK
Apaf1 inhib = inhibitors of human Apaf-1 apoptosome, primary screen, biochemical, DEVD-Rh110 fluorescence, uHTS; reconstituted apoptosome caspase-3 activity; AID 489030, 2010; 330,000 tested, 0.71% active; inhibition, % at 20 µM; active means inhibition of at least 40% at 20 µM;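 further: plate controls were DMSO wells for no effect and DEVD-CHO caspase inhibitor wells for full effect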
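System – cell-free apoptosome with Apaf-1, procaspase-3 and caspase-9 · Buffer or medium – pH 7.5 Hepes buffer with CHAPS, BSA, DTT · Also added – cytochrome c with DEVD-Rh110 · Times – 30 min compound preincubation, 50 min activation, room temperature · Technique – Rh110 fluorescence intensity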
SENP1 FRET inh = human SENP1 catalytic domain inhibitors, primary screen, biochemical, FRET, uHTS; Sentrin-specific protease 1 (Homo sapiens), Q9P0U3; recombinant SENP1 catalytic domain, CyPet-SUMO1-YPet FRET cleavage; inhibition, % at 10 µM; 360,000 tested, 0.21% active; AID 624204, 2012;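 active means inhibition at least 30% at 10 µM, raw YFP signal under a set limit, fluorescence ratio 0.5 to 1.5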;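 further: 0% = enzyme with DMSO and 100% = no enzyme wells; some results filed as inactive read as strong as hits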
Target sequence (Q9P0U3 419-644 limits assumed): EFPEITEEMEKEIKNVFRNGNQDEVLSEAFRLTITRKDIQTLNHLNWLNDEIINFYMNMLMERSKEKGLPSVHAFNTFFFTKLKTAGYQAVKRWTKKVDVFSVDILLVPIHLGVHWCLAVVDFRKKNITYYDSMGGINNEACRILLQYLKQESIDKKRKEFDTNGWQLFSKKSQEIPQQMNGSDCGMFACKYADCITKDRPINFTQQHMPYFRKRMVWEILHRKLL
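Test system: human SENP1 catalytic domain; medium: Tris pH 8 buffer plus EDTA, NaCl, BME, BSA, NP40, catalase; incubation: 50 min reaction at room temperature; technique: FRET, CFP and YFP emission; controls: no-enzyme low control and enzyme-plus-DMSO high control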
SENP6 inh = SENP6 protease inhibitors, primary screen, biochemical, luminescence, uHTS; inhibition, % at 10 µM; Recombinant SENP6 catalytic domain, aminoluciferin luminescence; 330,000 tested, 1.8% active; AID 2599, 2010;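 active means inhibition above about 50% at the single tested dose, limit read from the data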;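 further: plate controls were DMSO wells with enzyme for no effect and DMSO wells lacking enzyme for full effect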
Target sequence (Q9GZR1 628-1112 limits assumed): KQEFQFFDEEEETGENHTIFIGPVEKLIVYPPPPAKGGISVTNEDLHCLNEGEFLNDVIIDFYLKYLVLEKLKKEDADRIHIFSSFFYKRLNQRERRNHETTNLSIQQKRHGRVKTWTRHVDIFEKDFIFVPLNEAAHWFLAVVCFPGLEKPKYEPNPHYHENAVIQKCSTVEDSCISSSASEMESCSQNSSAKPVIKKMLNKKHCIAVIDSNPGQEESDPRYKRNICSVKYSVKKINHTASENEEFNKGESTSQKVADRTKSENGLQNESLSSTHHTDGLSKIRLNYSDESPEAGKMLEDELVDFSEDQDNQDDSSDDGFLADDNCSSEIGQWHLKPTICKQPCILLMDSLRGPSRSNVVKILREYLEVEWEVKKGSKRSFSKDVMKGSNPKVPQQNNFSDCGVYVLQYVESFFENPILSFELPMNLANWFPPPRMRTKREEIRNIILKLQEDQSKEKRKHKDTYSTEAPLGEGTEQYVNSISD
APOBEC3G inh = APOBEC3G DNA deaminase inhibitors, primary screen, biochemical, fluorescence, single-stranded DNA substrate, uHTS; recombinant A3G, ssDNA deamination FAM/TAMRA fluorescence; inhibition, % at 20 µM; 330,000 tested, 0.28% active; AID 493012, 2011;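 active means inhibition of at least 40% at 20 µM, with no more than 30% in the related APOBEC3A deaminase screen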;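 further: plate controls were DMSO wells with A3G for no effect and wells lacking A3G enzyme for full effect; some compounds called inactive have numbers as strong as hits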
SENP8 block-2 = human SENP8 protease inhibitors, primary screen, biochemical, fluorescence, Nedd8 protein substrate, uHTS. Sentrin-specific protease 8 (Homo sapiens), Q96LD8. recombinant SENP8. inhibition, % at 20 µM. 360,000 tested, 0.64% active. AID 602440, 2012; in the data active means inhibition mostly above about 40%, no sharp cut-off; inactive means mostly below about 27%
* hit, by the source's call; . = no result given. Not all compounds are listed; the hit share may differ from the screen's.

structure	UBC13 inh	SENP7 block	SENP8 block-1	Apaf1 inhib	SENP1 FRET inh	SENP6 inh	APOBEC3G inh	SENP8 block-2
Cc1ccc(NC(=O)c2cn(CCC#N)nc2-c2ccc3c(c2)OCCO3)c([N+](=O)[O-])c1	5.7	7.0	-2.9	6.6	1.1	0.1	-4.0	17.4
Cc1cccc(NC(=S)N2CC3CC(C2)c2cccc(=O)n2C3)c1C (centres undefined)	-16.9	-3.0	-7.1	2.2	-1.2	-1.7	-2.3	2.0
COc1ccccc1CCNCc1ccc(OC)c(OC)c1OC	-6.3	10.6	-4.4	-8.6	0.2	5.9	-1.2	2.4
N#CCCn1cc(C(=O)Nc2ccc([N+](=O)[O-])cc2)c(-c2ccccc2)n1	0.2	4.6	4.2	-15.3	2.9	-8.4	-3.0	25.8
COc1cccc(C2(O)CCSCC2CN(C)C)c1 (centres undefined)	-5.2	-0.3	-10.7	-0.5	0.4	-13.1	-7.0	5.6
CCCC(=O)Nc1ccc(N2CCN(CC)CC2)c(Cl)c1	7.5	-3.0	3.4	8.0	0.2	-27.7	-1.0	13.5
COc1cc(C(O)CN)ccc1O (centres undefined)	7.0	-6.9	4.0	-6.2	1.2	-4.5	0.1	-0.7
c1ccc(Cn2ccnc2)cc1	-7.8	-13.1	-5.5	13.9	-4.2	-14.1	-7.6	5.6
CC1CN(CCc2ccccc2)CC(C)O1 (centres undefined)	-6.0	-5.4	0.2	-1.8	1.7	-6.7	-2.8	2.3
CCCN1CCC(NC2CCC(O)CC2)CC1 (centres undefined)	-1.5	4.2	-4.9	1.7	-8.7	-17.6	-4.4	1.5
CC(=NCCN1CCCCC1)c1c(O)n(Cc2ccccc2)c(=O)[nH]c1=O	4.6	13.5	-1.6	-6.6	-24.8	-10.6	-0.8	6.6
C/C(=N\N1CCCCCC1)c1c(O)n(-c2ccc(C)cc2)c(=O)[nH]c1=O	2.2	2.8	1.5	0.2	-40.5	4.6	-2.9	7.6
CC1CCN(C(=O)CCl)CC1	0.4	-3.6	6.3	1.9	1.2	-3.5	-5.8	16.5
FC(F)(F)c1ccccc1NC1=NCCCS1	3.9	3.4	-1.0	2.4	2.4	-8.2	0.7	4.0
CC(=NCCCN1CCOCC1)c1c(O)[nH]c(=O)[nH]c1=O	1.4	2.3	-4.9	-4.8	2.2	4.6	-6.7	14.2
COC(=O)C1=C(c2ccc(OC(F)(F)F)cc2)C[C@@H]2CC[C@H]1N2C(=O)NC1CCCCC1	2.9	-1.2	4.1	25.2	3.6	-9.6	1.0	9.0
Cc1ccccc1C(O)(Cc1ccccc1)C1CN2CCC1CC2 (centres undefined)	13.0	-1.1	6.0	-3.6	0.8	1.4	-7.1	21.7
CCc1ccc(-n2c(O)c(/C=N/N3CCCCC3c3cccnc3)c(=O)[nH]c2=O)cc1 (centres undefined)	1.1	-0.1	-2.7	1.7	1.3	-12.2	-6.2	12.8
CN1C(=O)C(=Cc2cn(CC(=O)N3CCCCC3)c3ccccc23)C(=O)N(C)C1=O	-15.4	-3.7	4.8	-0.4	17.1	-3.2	-3.7	4.8
Cc1nc2ccccc2c(=O)n1-c1ccc(Cl)cc1[N+](=O)[O-]	-3.8	0.0	-6.1	-2.5	0.9	-4.2	-4.5	12.0
COc1ccc(N2C(=O)NC(=O)/C(=C\c3ccccc3[N+](=O)[O-])C2=O)cc1	-15.0	-4.7	-1.7	-5.7	-19.8	22.8	-8.4	-2.4
CC1=CC(=O)OC2CC3OC4C[C@@H](C)C5OC6CC7O[C@]8(C)C/C=C\C9OC%10CC%11OC(CC(C)C%12OCCO%12)CC(O)[C@]%11(C)OC%10CC9OC8C[C@]7(C)O[C@]6(C)CCC5OC4C[C@]3(C)OC12 (some centres undefined)	13.7	-3.2	6.5	18.4	-0.1	-4.6	-8.8	0.2
CCCCCSc1cc(O)c(C(CNC)C(C)C)cc1OC (centres undefined)	30.6	-10.2	-10.1	-1.1	-0.5	-7.0	-5.3	7.6
COC(=O)C1=C(c2ccc(F)cc2OCc2ccccc2)C[C@@H]2CC[C@H]1N2C(=O)NCCc1ccc(F)cc1	1.2	6.0	-2.4	20.1	0.9	2.0	-6.9	18.0
CN(C)c1ccc(NC(=O)CN2C(=O)CN=C(c3ccccc3)c3cc(Cl)ccc32)cc1	19.0	1.7	-1.4	29.6	3.5	6.9	7.7	11.5
Cc1noc(C)c1CSCC(=O)Nc1ccc(C#N)c(Cl)c1	6.7	9.3	-2.1	-1.2	1.5	-8.5	-5.7	-7.0
COC(=O)C1=C(c2cccc(C#N)c2)C[C@@H]2CC[C@H]1N2C(=O)NCCO	-7.3	-0.2	-2.9	-3.1	3.7	-9.7	-4.2	7.2
Cc1cc(OCC(=O)NC2CCS(=O)(=O)C2)c2c3c(c(=O)oc2c1)CCC3 (centres undefined)	6.7	-5.6	-3.3	6.9	-4.8	-15.2	-2.7	-272.3
COC(=O)C1=C(c2c(C)noc2C)C[C@@H]2CC[C@H]1N2C(=O)NCCCOC(C)C	-13.6	-2.4	-12.6	-4.5	0.0	-11.6	-11.1	11.1
CCCCn1c(O)c(C(C)=Nc2cccc(C(=O)O)c2)c(=O)[nH]c1=O	-15.9	6.3	8.9	17.6	-1.5	9.4	3.6	-24.7
COc1ccccc1-n1c(O)c(/C=N/N2CCCCC2)c(=O)n(-c2ccccc2OC)c1=S	7.7	4.0	3.9	-19.2	1.3	-4.3	-5.3	21.0
O=C1CSC2N1CCNC21CCCCC1 (centres undefined)	-3.1	0.1	-3.0	-8.8	1.4	-6.9	-5.4	20.8
COc1c(C)cc(C(=O)C2CCCN(Cc3cccc(C)n3)C2)cc1C (centres undefined)	-1.9	-15.0	3.8	-6.7	0.4	4.2	-1.2	6.9
CN(C)CC#CCOCCOCCC#N	3.4	-3.6	-2.1	-4.3	0.9	-8.2	-7.5	30.7
COc1ccccc1-n1c(O)c(C=NCCCn2ccnc2)c(=O)[nH]c1=O	-3.0	4.1	-7.1	-1.2	-0.9	-2.3	-4.1	17.1
CCCCC(=O)N/N=C/c1c(O)n(CC)c(=S)[nH]c1=O	-3.8	-0.9	0.8	-9.8	-41.0	-0.6	-9.2	15.9

Record cards, from the list above. Screens in order: UBC13 inh | SENP7 block | SENP8 block-1 | Apaf1 inhib | SENP1 FRET inh | SENP6 inh | APOBEC3G inh | SENP8 block-2
`COC(=O)C1=C(c2c(C)noc2C)C[C@@H]2CC[C@H]1N2C(=O)NCCCOC(C)C` is listed as -13.6 | -2.4 | -12.6 | -4.5 | 0.0 | -11.6 | -11.1 | 11.1
`COc1ccccc1-n1c(O)c(/C=N/N2CCCCC2)c(=O)n(-c2ccccc2OC)c1=S` is listed as 7.7 | 4.0 | 3.9 | -19.2 | 1.3 | -4.3 | -5.3 | 21.0
`O=C1CSC2N1CCNC21CCCCC1` (centres undefined) is listed as -3.1 | 0.1 | -3.0 | -8.8 | 1.4 | -6.9 | -5.4 | 20.8
`CCCCC(=O)N/N=C/c1c(O)n(CC)c(=S)[nH]c1=O` is listed as -3.8 | -0.9 | 0.8 | -9.8 | -41.0 | -0.6 | -9.2 | 15.9

(more compounds)
structure	UBC13 inh	SENP7 block	SENP8 block-1	Apaf1 inhib	SENP1 FRET inh	SENP6 inh	APOBEC3G inh	SENP8 block-2
CCCCCn1c(=O)c(C(=O)Nc2ccccc2)c(O)c2ccccc21	8.3	-11.7	-7.8	3.2	-1.0	1.9	0.3	-19.6
CN1C(=O)C(=Cc2ccccc2Oc2ccc(Cl)cc2)C(=O)N(C)C1=O	1.2	0.4	7.4	3.3	1.2	4.7	-1.0	15.8
Cc1ccc(C(=O)NC(O)C(Cl)(Cl)Cl)cc1 (centres undefined)	7.6	12.2	1.7	6.1	0.7	5.1	-3.4	20.4
Cc1cccc(NC(=O)N2CCCC2)c1	0.7	-5.7	-11.3	-1.9	1.2	-26.5	-5.1	22.3
Clc1ccc(CNC2CN3CCC2CC3)cc1 (centres undefined)	3.6	0.5	3.2	-2.1	2.2	-5.1	-6.6	13.3
O=C(COc1ccc2ccccc2c1)N1CCN(CC2CC3C=CC2C3)CC1 (centres undefined)	0.5	-2.9	-6.3	21.8	0.8	-9.3	0.2	20.0
COC(=O)C1=C(c2cccc(OC)c2OC)C[C@@H]2CC[C@H]1N2C(=O)N1CCC(C)CC1	-2.7	-1.1	-6.1	0.3	-0.7	-11.0	-2.6	-1.8
Cc1ccc2occ(CN3CC4CC(C3)c3cccc(=O)n3C4)c(=O)c2c1 (centres undefined)	4.0	-6.3	0.3	-2.4	1.1	12.4	0.5	20.4
COc1cccc(OC)c1C(=O)Nc1nc(N)n(-c2ccccc2)n1	-3.0	4.9	0.7	7.6	0.8	-1.2	2.0	3.8
CN(C)CC1CCCCC1=O (centres undefined)	-5.5	6.5	-12.1	-15.5	2.6	-12.6	-8.8	17.8
CN[C@@H]1C[C@@H](c2ccc(Cl)c(Cl)c2)c2ccccc21	46.3*	-2.4	-2.6	39.0	.	-4.5	-3.9	.
CC(=O)c1ccc(OCC(=O)N2CCCC(N3CCN(c4ccccc4C)CC3)C2)cc1 (centres undefined)	8.8	-5.8	-7.7	-1.3	2.4	-1.6	-8.4	9.3
Fc1cccc(CCNCc2ccccn2)c1	2.5	5.5	-0.1	0.6	0.8	-8.1	2.8	6.7
O=C(O)c1ccc(NC(=O)N2C[C@H]3C[C@@H](C2)c2cccc(=O)n2C3)cc1	5.7	9.4	0.5	-9.2	2.0	10.2	-2.1	21.1
CCCCn1c(=O)c(C(=O)Nc2ccccc2C)c(O)c2ccccc21	10.2	3.7	-1.0	4.1	-2.5	-5.1	-2.6	-22.0
COC(=O)C1=C(c2cccc(OCc3ccccc3)c2)C[C@@H]2CC[C@H]1N2C(=O)NCc1cccc(OC)c1	-5.4	2.9	6.3	11.3	1.5	-7.7	-8.1	24.7

Screens from PubChem.
